# Bioassay records (PubChem)
# FLuc modulator – inhibits or activates purified firefly luciferase, miR-21 counter-screen; purified FLuc, Km substrates, luminescence inhibition; P08659; 6.9% of 360,000 active; Potency, µM (highest dose often 57.5 µM), for the others: at the top dose activity change, negative = inhibition, usual class: inhibitors; AID 588342; active means well fitted inhibition curve with a large enough effect; inconclusive means small, poorly fitted or top-dose-only effect;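 further: plate controls were vehicle for no effect and reference inhibitor for full effect; nearly all actives have a fitted effect of over 55% in size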
# Target sequence (P08659 whole entry, looked up): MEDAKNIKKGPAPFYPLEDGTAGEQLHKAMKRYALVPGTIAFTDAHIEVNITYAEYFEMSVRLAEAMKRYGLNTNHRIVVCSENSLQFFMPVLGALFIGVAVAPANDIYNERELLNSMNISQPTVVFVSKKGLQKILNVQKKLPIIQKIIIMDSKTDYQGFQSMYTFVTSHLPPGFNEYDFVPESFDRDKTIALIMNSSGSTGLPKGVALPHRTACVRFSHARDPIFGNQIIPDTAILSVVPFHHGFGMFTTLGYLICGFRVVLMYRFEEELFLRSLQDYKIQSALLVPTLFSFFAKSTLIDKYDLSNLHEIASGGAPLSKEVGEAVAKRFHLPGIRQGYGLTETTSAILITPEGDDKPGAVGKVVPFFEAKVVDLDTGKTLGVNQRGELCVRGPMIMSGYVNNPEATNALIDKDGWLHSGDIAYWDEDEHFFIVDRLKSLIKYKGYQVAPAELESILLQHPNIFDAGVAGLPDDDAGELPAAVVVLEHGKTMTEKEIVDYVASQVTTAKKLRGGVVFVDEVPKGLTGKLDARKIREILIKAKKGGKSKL
#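 Purified P. pyralis luciferase, 10 nM final, with Km-level 10 uM D-luciferin and 10 uM ATP in 50 mM Tris acetate pH 7.5, 10 mM Mg acetate, 0.01% Tween-20, 0.05% BSA; 6-point qHTS titration about 60 µM downward; luminescence read.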
# An asterisk follows results filed as active; ? = inconclusive. Potency means the concentration at half of the fitted maximal effect. These rows are one share of the data (hit frequency here may not be typical).
SMILES,FLuc modulator
COc1ccc(NC(=O)Cn2nnc(-c3nc(-c4ccncc4)no3)c2N)cc1OC,0%
Cc1ccc(S(=O)(=O)n2nc(-c3ccccc3)nc2NCc2ccccc2Cl)cc1,3%
CN1C(=O)C2(c3ccccc31)N(c1cccc(F)c1)C(=O)CS2(=O)=O (configuration not stated),-1%
COc1cccc(NC(=O)Nc2cc(-c3cn4cccnc4n3)ccc2OC)c1,1.3µM*
CCOc1ccc(C2CC(=O)Nc3cc4c(cc32)OCO4)cc1OC (configuration not stated),-7%
Cc1cccc(C)c1NC(=O)Cn1nnc(C(=O)NCc2ccc(F)cc2)c1N,-2%
Cc1ccc(CNC(=O)c2nn(-c3ccc(Cl)cc3)nc2CO)cc1,-2%
Cc1ccc(C)c(N2CCN(C(=O)c3ccc(NC(=O)c4nsc5ccccc45)cc3)CC2)c1,17µM*
CCOC(=O)c1cc(-c2ccc(F)cc2)n(CCC(=O)Nc2ccccc2OC)c1C,-4%
CC(C(=O)NCc1ccc(Cl)cc1)n1ccc2cc(S(=O)(=O)N3CCCCCC3)ccc21 (configuration not stated),1%
CC(C)Sc1ncc(Cl)c(C(=O)Nc2ccc(S(=O)(=O)Nc3ncccn3)cc2)n1,-19%
COc1cc(NC(=O)Cn2c(=O)n(CC3CCC(C(=O)NCCc4ccccc4)CC3)c(=O)c3ccccc32)cc(OC)c1 (configuration not stated),3%
CCS(=O)(=O)CCSc1nc(-c2ccc(Br)cc2)cc(-c2ccccc2)c1C#N,-3%
CCC(Sc1nc2ccccc2c2nc(CCc3c(C)n[nH]c3C)nn12)C(=O)Nc1ccccc1F (configuration not stated),1%
COc1ccccc1NC(=O)Cn1c(=O)n(CCc2ccccc2)c(=O)c2sc3ccccc3c21,-3%
COC(=O)c1cc2sc(C)cc2n1Cc1ccc(F)cc1Cl,-13%
Cc1cc(NS(=O)(=O)c2ccc3nc(-c4ccccc4)[nH]c3c2)ccc1Br,?
Cc1ccc(C)c(CN2C(=O)CSc3ccc(C(=O)NCc4ccc(F)cc4)cc32)c1,-1%
COc1ccc(C2C(C(=O)Nc3ccccc3)=C(C)Nc3nc(-c4ccccc4Cl)nn32)cc1OC (configuration not stated),-1%
CCCOc1cccc(C(=O)Nc2ccc(-c3nc4ccccc4s3)c(Cl)c2)c1,-9%
O=C(CC1N=C2c3ccccc3N=C(SCc3ccccc3Cl)N2C1=O)NCCc1ccccc1 (configuration not stated),0%
O=C(NCc1ccc(F)cc1)c1ccc2c(c1)nc1n2CCCCC1,?
CCCSc1nc2sc3c(c2c(=O)n1Cc1ccccc1)CC(C)(CC)OC3 (configuration not stated),1%
CCC1CN(C(=O)N2CCC(C(=O)NCCc3ccccc3Cl)CC2)c2cc(C)ccc2O1 (configuration not stated),7%
CCOC(=O)c1ccc(NC(=O)c2csc3c2CCCC3)cc1,?

# The closing 2 compounds of the part above open the next one.
SMILES,FLuc modulator
CCC1CN(C(=O)N2CCC(C(=O)NCCc3ccccc3Cl)CC2)c2cc(C)ccc2O1 (configuration not stated),7%
CCOC(=O)c1ccc(NC(=O)c2csc3c2CCCC3)cc1,?
CCc1cccc(C)c1Nc1c(-c2ccsc2)nc2ncccn12,-2%
Cc1c(Cl)cccc1NC(=O)Cn1c(=O)n(Cc2ccco2)c(=O)c2sc3ccccc3c21,0%
Cc1ccccc1Cn1c(=O)n(CCc2ccccc2)c(=O)c2ccccc21,-13%
COc1ccc(NC(=O)c2ccco2)cc1NC(=O)COc1ccc(C)c(C)c1,-1%
CCc1ccc(NC(=O)CSc2nc3c([nH]c4ccccc43)c(=O)n2-c2cccc(OC)c2)cc1,-3%
Cc1cccc(N2CCN(C(=O)c3ccc4c(Cl)c5c(nc4c3)CCCC5)CC2)c1C,-4%
CC(C)(C)c1ccc(C(=O)NCCc2csc(-c3ccc(Cl)cc3)n2)cc1,?
COc1ccc(NC(=O)C2CCCN(C(=O)c3cnn(-c4ccc(F)cc4)c3-n3cccc3)C2)cc1 (configuration not stated),-11%
CCC1CN(S(=O)(=O)c2cc(-c3cc(C)no3)ccc2C)c2cc(C)ccc2O1 (configuration not stated),-4%
O=C(CCn1cnc2onc(-c3ccc(F)cc3)c2c1=O)N1CCN(c2ccccc2)CC1,-3%
Cc1ccc(-c2c(C(=O)N3CCN(c4cc(Cl)ccc4C)CC3)oc(=O)c3ccccc23)cc1,3%
COCCCNC(=O)CC(c1cc(OC)c(OC)c(OC)c1)N1Cc2ccccc2C1=O (configuration not stated),2%
Cc1ccccc1-c1nc(C(N)=O)c2c(n1)n(-c1ccc3c(c1)OCO3)c(=O)n2C,5%
COc1cc(NC(=O)N2CCC(CN3CCCCCC3)CC2)cc(OC)c1OC,2%
Cc1ccc(-c2c(CN3CCN(c4cccc(C)c4C)CC3)csc2C)cc1,1%
COc1ccc(NC(=O)Cn2c(=O)n(CCCC(=O)NCc3ccccc3OC)c(=O)c3ccccc32)cc1Cl,-2%
CCOc1ccc(CC(=O)NCCS(=O)(=O)N2CCN(c3ccc(OC)cc3)CC2)cc1,-1%
COc1ccc(NC(=O)Cn2cc(S(=O)(=O)N3CCN(c4ccccc4F)CC3)c3ccccc3c2=O)cc1Cl,1%
Cc1ccc(C)c(CN2C(=O)c3ccccc3S(=O)c3ccc(C(=O)N4CCN(c5cccc(Cl)c5)CC4)cc32)c1 (configuration not stated),0%
CC(C(=O)Nc1ccc(F)c(Cl)c1)N1Cc2ccccc2C1=O (configuration not stated),-3%
CCOCCc1nn2c(=O)cc(COC(=O)c3ccco3)nc2s1,-4%
CCc1ccccc1Nc1ncnc2c1cnn2-c1ccc(C)cc1C,-22%
CCn1c(=O)cc(SCC(=O)NCCc2ccc(Cl)cc2)c2ccccc21,?
Cc1ccccc1CCNC(=O)c1ccc2c(c1)c(C)c(C)n2Cc1ccccc1,-12%
COc1cccc(-c2nnc(SCC(=O)NC3CCCCC3)o2)c1,?
# Next compounds
SMILES,FLuc modulator
Cc1cccc(CCNC(=O)CCc2c(C)nc3c4c(C)cc(C)nc4nn3c2C)c1,-2%
Cc1ccc(Cl)cc1N1CCN(C(=O)CCS(=O)(=O)c2ccc3c(c2)oc(=O)n3C)CC1,-8%
CCc1ccccc1NC(=O)N1CCC(CN2CCc3ccccc3C2)CC1,0%
CCCN(CCC)C(=O)Cn1c(SCc2cccc(C(F)(F)F)c2)nc2cccnc21,-1%
CCCc1nnc(N2C(=O)c3oc4ccc(F)cc4c(=O)c3C2c2ccc(C(=O)OC)cc2)s1 (configuration not stated),0%
CCOc1ccccc1NC(=O)c1c(NCc2cccs2)sc2c1CCC(C)C2 (configuration not stated),-10%
Cc1ccc(-c2cc(C(=O)NCc3ccccc3Cl)c3ccccc3n2)cc1C,?
Cc1ccc(-n2nc(C)c(C(=O)NCCCN3CCN(c4ccccc4F)CC3)c2-n2cccc2)cc1,4%
COc1cccc(NC(=O)Cn2nc3c4ccccc4n(Cc4cccc(F)c4)cc-3c2=O)c1,-5%
COc1cc(C(=O)NCC(c2cccs2)S(=O)(=O)c2ccc(F)cc2)cc(OC)c1OC (configuration not stated),-10%
COCCNC(=O)Cn1c(-c2cccs2)cc2cc(Cl)ccc21,-5%
COc1ccc(NC(=O)NCCc2c(C)nn(C)c2C)c(OC)c1,1%
CCC(=O)Nc1cccc(-c2nc3cc(C)ccc3o2)c1,2.7µM*
Cc1cc(C)cc(NC(=O)Nc2ccccc2OCc2cc(=O)n3ccccc3n2)c1,-17%
CCOCCc1nn2c(=O)cc(COC(=O)COc3ccccc3Cl)nc2s1,4%
CCN(C(=O)CN(C)S(=O)(=O)c1ccc2c(c1)n(C)c(=O)c(=O)n2C)c1cccc(C)c1,-4%
CCCCNc1nc2c(c(=O)n(Cc3ccc(Cl)c(Cl)c3)c(=O)n2C)n1C,4%
COc1ccc(NC(=O)CCc2nc3cccnc3n2Cc2cccs2)c(OC)c1,-7%
CCOc1ccc(S(=O)(=O)NCCc2csc3nc(-c4cccc(C)c4)nn23)cc1,2%
Cc1ccc(CCNC(=O)c2c(C)nn(-c3ccc(F)cc3)c2-n2cccc2)cc1,3%
CCOc1cc(C2NC(=O)c3c(sc4c3CCN(C)C4)N2)ccc1OC(=O)c1ccc(Br)cc1 (configuration not stated),-3%
COCCCNC(=O)c1c(NC(=O)c2cc(=O)c3ccccc3o2)sc2c1CCCC2,3%
COc1cccc(CNC(=O)CSc2ccc(-c3sc(-c4ccccc4)nc3C)nn2)c1,?
COc1ccc2c(c1)c1c(c(=O)n(-c3ccccc3)c(=O)n1CC(=O)NCc1ccc(C)cc1)n2C,4%
O=C(CS(=O)(=O)c1cccc2nsnc12)Nc1ccccc1Cl,-1%
# Further records
SMILES,FLuc modulator
CCOc1ccc(NS(=O)(=O)c2ccc3[nH]cc(C(=O)NCCc4ccccc4)c(=O)c3c2)cc1,-3%
CCOc1ccccc1NC(=O)c1c(NC(=O)C(C)Oc2ccc(Cl)cc2)sc2c1CCCCC2 (configuration not stated),3%
CC(=O)c1cccc(NC(=O)c2nc(-c3ccccc3)n(-c3cccc(Cl)c3)n2)c1,?
Cc1ccc(NS(=O)(=O)c2ccc3nc(-c4ccccc4)[nH]c3c2)c(Cl)c1,?
O=C(NCCC1=CCCCC1)c1ccc2c(c1)ncn2-c1ccc(F)c(F)c1,-13%
O=C(Cn1cc(S(=O)(=O)N2CCN(c3ccccc3F)CC2)c2ccccc2c1=O)Nc1cccc(C(F)(F)F)c1,5%
COc1ccc(/C=C/c2noc(-c3ccccc3O)n2)cc1OC,?
CCCCn1c(SCC(=O)NCc2ccc(C)cc2)nc2c(sc3ccccc32)c1=O,0%
Cn1cc(S(=O)(=O)N2CCCCC2)cc1C(=O)Nc1cccc(C#N)c1,-2%
COc1ccc(NC(=O)c2cnn(-c3ccc(C)cc3)c2-n2cccc2)cc1Cl,-11%
Cc1ccc(-c2nc3cc(Cl)ccc3o2)cc1NC(=O)c1cc2ccccc2o1,?
COc1ccccc1N1CCN(c2ccc(=O)n(CC(=O)O)n2)CC1,-3%
COc1ccc(OC)c(CNC(=O)c2c3c(nc4ccccc24)C(=O)N(C2CCCCC2)C3)c1,-3%
CCC(=O)N1CCc2cc(Br)cc(S(=O)(=O)CCC(=O)Nc3ccc(C)c(C)c3)c21,5%
CCc1nn(CC(=O)NCCC(C)C)c(=O)c2cc3occc3n12,-3%
CCOC(=O)c1[nH]c(C)c(CCC(=O)Nc2ccc(N(CC)CC)cc2C)c1C,1%
CCN1CCOC(=O)C1CC(=O)Nc1cc(C)ccc1OC (configuration not stated),-5%
CCOC(=O)c1c(C)oc2ncnc(N3CCN(c4ccccc4)CC3)c12,-10%
CCCOc1ccc(C(=O)Nc2ccc3oc(-c4ccncc4)nc3c2)cc1,-1%
FC(F)(F)c1cccc(N2CCN(c3nc4ccccc4n4cnnc34)CC2)c1,-4%
Cc1ccc2nc(Cl)c3cc(C(=O)NC4CCCCCC4)sc3c2c1,-2%
Cc1ccc(Sc2ccc(N3CCCC(C(=O)Nc4ccc(Br)cc4)C3)nn2)cc1 (configuration not stated),?
COc1ccc(CNC(=O)Cn2c(-c3ccccc3)cc(C(C)=O)c2C)cc1OC,0%
Cc1ccc(-c2nnc(Nc3ccc(O)cc3)c3ccccc23)cc1S(=O)(=O)NC(C)(C)CO,19µM*
CCCc1ccc(OCC(=O)Nc2sc3c(c2C(=O)OCC)CCC(C(C)(C)C)C3)cc1 (configuration not stated),-5%

# A different layout for part of the listing above:
Structure	FLuc modulator
Cc1ccc(C)c(N2CCN(C(=O)c3ccc(NC(=O)c4nsc5ccccc45)cc3)CC2)c1	17µM*
CCOC(=O)c1cc(-c2ccc(F)cc2)n(CCC(=O)Nc2ccccc2OC)c1C	-4%
CC(C(=O)NCc1ccc(Cl)cc1)n1ccc2cc(S(=O)(=O)N3CCCCCC3)ccc21 (configuration not stated)	1%
CC(C)Sc1ncc(Cl)c(C(=O)Nc2ccc(S(=O)(=O)Nc3ncccn3)cc2)n1	-19%
COc1cc(NC(=O)Cn2c(=O)n(CC3CCC(C(=O)NCCc4ccccc4)CC3)c(=O)c3ccccc32)cc(OC)c1 (configuration not stated)	3%

# Returning to the listing, repeating the seven entries before the break.
SMILES,FLuc modulator
CCCOc1ccc(C(=O)Nc2ccc3oc(-c4ccncc4)nc3c2)cc1,-1%
FC(F)(F)c1cccc(N2CCN(c3nc4ccccc4n4cnnc34)CC2)c1,-4%
Cc1ccc2nc(Cl)c3cc(C(=O)NC4CCCCCC4)sc3c2c1,-2%
Cc1ccc(Sc2ccc(N3CCCC(C(=O)Nc4ccc(Br)cc4)C3)nn2)cc1 (configuration not stated),?
COc1ccc(CNC(=O)Cn2c(-c3ccccc3)cc(C(C)=O)c2C)cc1OC,0%
Cc1ccc(-c2nnc(Nc3ccc(O)cc3)c3ccccc23)cc1S(=O)(=O)NC(C)(C)CO,19µM*
CCCc1ccc(OCC(=O)Nc2sc3c(c2C(=O)OCC)CCC(C(C)(C)C)C3)cc1 (configuration not stated),-5%
CC(=O)Nc1nonc1-c1nnc(SCC(=O)Nc2ccccc2)n1-c1ccccc1,-11%
Cc1ccc(-c2nc(CS(=O)CC(=O)N3CCN(c4cccc(Cl)c4)CC3)c(C)o2)cc1 (configuration not stated),-16%
CCCCNC(=O)CCCn1c(=O)c2ccccc2n(Cc2c(C)cc(C)cc2C)c1=O,-3%
CCCOc1ccc(C(=O)N(Cc2ccco2)Cc2ccco2)cc1,-3%
Cc1cc(O)c(C(c2ccccc2Cl)N2CCN(c3ccccc3)CC2)c(=O)n1Cc1ccco1 (configuration not stated),-4%
Cc1ccc(-n2c(SCC(=O)Nc3ccc4c(c3)OCO4)nc3c([nH]c4ccccc43)c2=O)cc1,-10%
COc1ccc(S(=O)(=O)c2c(O)c3ccc(C(=O)NCc4ccc(F)cc4)cc3[nH]c2=O)cc1,?
CCCCCn1cc2c(c1-c1ccccc1Br)c(=O)n(C)c(=O)n2C,-11%
CCC(Sc1nnc(-c2ccc(F)cc2)c(-c2ccc(F)cc2)n1)C(=O)NC1CCCC1 (configuration not stated),-2%
CCOc1ccc(NC(=O)c2cc(C)nc3c2c(C)nn3-c2ccc(C)cc2)cc1,0%
Cc1ccc(C)c(CNC(=O)CCn2cccn2)c1,-2%
